High-throughput results (PubChem BioAssay)
Peg3 prom inh = inhibitors of Peg3 promoter | HeLa PEG-Prom luciferase reporter, luminescence, overnight | inhibition, % at 20 µM | hit rate 1.7% among 360,000 | AID 588405;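 active means inhibition of at least 50% at 20 µM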
NR2E3 ag-1 = human photoreceptor-specific nuclear receptor agonism | inhibition of corepressor binding, % at 3.98 µM | AID 602229 | hit rate 0.35% among 360,000 | CHO-S Gal4-NCOR/VP16-NR2E3 two-hybrid, luciferase | Q9Y5X4;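 active means inhibition above the mean of all tested compounds plus 3 SD, cut at about 70% in these data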;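 further: 0% = DMSO with NR2E3 transfected cells and 100% = cells lacking NR2E3 construct; higher means lower luciferase signal from less NR2E3 corepressor binding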
Target sequence (Q9Y5X4 whole entry, looked up, the tested form may be a part): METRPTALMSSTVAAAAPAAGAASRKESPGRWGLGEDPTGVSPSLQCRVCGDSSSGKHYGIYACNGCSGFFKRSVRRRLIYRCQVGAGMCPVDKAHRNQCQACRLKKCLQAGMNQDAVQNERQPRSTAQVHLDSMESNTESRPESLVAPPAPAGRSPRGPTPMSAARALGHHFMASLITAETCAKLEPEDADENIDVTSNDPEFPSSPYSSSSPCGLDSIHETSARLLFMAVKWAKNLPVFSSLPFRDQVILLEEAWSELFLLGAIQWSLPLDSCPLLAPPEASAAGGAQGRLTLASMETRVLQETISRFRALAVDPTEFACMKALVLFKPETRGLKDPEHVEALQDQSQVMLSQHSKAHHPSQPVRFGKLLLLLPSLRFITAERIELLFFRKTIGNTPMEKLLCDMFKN
TRPM1 prom inh = reduces MITF-dependent TRPM1 promoter luciferase signal; SK-MEL-5 TRPM1 promoter luciferase, 24 h; inhibition, % at 12.5 µM; hit rate 0.83% among 330,000; AID 488899;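 active means mean inhibition across replicates of 60% or more, whatever share of single replicates reaches that level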; further: values of inactives mirror those of a sister screen read the other way
Vif inh = inhibitors of HIV Vif; HEK293T cells, Vif self-association by quenched fluorescence, imaging, 24 h; inhibition, % at 7.49 µM; hit rate 0.35% among 340,000; AID 602346; in the data active means inhibition above about 50%, passing the limit was not always enough; further: some results filed as inactive read as strong as hits
PDI turbidity = inhibitors of human protein disulfide isomerase; hit rate 0.052% among 350,000; AID 588391; inhibition, % at 10 µM; PDI insulin aggregation turbidity, A650, 90 min;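 active means mean inhibition across replicates of 30% or more, whatever share of single replicates reach that level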;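 further: absorbance from insulin aggregation driven by PDI reduction with DTT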
Target sequence (P07237 whole entry, looked up): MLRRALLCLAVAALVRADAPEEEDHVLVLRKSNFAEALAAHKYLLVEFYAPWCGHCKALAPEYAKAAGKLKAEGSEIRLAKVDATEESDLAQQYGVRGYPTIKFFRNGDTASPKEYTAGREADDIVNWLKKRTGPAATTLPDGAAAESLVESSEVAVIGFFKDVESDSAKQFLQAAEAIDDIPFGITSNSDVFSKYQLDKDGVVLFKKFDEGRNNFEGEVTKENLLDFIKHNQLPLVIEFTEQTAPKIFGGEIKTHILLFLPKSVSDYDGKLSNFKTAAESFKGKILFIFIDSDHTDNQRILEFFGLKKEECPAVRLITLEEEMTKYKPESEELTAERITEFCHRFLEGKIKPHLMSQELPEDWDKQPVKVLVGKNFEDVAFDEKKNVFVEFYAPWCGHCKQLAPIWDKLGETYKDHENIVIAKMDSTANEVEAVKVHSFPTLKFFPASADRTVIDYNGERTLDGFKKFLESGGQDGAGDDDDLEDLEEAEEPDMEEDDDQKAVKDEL
CaV13 ICDI inh = Primary screen for inhibitors of IQ motif and Ca2+-dependent inactivation inhibitor domain binding in CACNA1D, Förster resonance energy transfer in living cells, …. inhibition, % at 12.3 µM. hit rate 0.098% among 340,000. AID 743397. HEK cells, CFP/YFP FRET ICDI-IQ, plate reader, 10 min; percent FRET-ratio fall versus neutral wells;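 active means mean replicate inhibition of at least 30% and at least 1% of replicates passing that level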;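 further: 0% = median of the neutral control wells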
CF NFkB block = blocks PAF-induced NF-kB reporter in cystic fibrosis cells; KKLEB NF-kB-GFP reporter, GFP fluorescence overnight; hit rate 0.86% among 360,000; inhibition, % at 5 µM;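 active means at least 50% inhibition at 5 µM, scaled per plate between neutral and stimulator controls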;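 further: PAF is a Pseudomonas aeruginosa culture filtrate used as stimulus; plate controls were PAF-stimulated DMSO wells for no effect and unstimulated DMSO wells for full effect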
HIF-2a block = inhibitors of HIF-2a. 786-0 RCC cells HIF-2a reporter, luciferase luminescence, overnight. inhibition, % at 18.8 µM. hit rate 0.72% among 360,000. AID 624352;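 active means inhibition of the luminescence signal of 40% or more relative to plate controls, in a single-dose primary screen at 18.75 µM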
NR2E3 ag-2 = activates human photoreceptor nuclear receptor NR2E3 | GST-NR2E3/biotin-RetCOR TR-FRET, 1536-well | AID 2300 | inhibition of corepressor binding, % at 4.78 µM | Q9Y5X4 | hit rate 0.12% among 320,000;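 active means percent inhibition above the cutoff of mean plus 3 SD of all tested compounds, set per screening campaign, cut at about 20% in these data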;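 further: 0% = DMSO wells and 100% = biotin wells as full block of FRET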
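Material: NR2E3–RetCOR corepressor complex / Incubation: Compound–protein incubation for 5 h at 4 °C / Dosing: compound at 4.8 µM, single dose / Detection: time-resolved FRET / Benchmarks: high control biotin, low control 0.6% DMSO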
Shn3 inh set2 = reduces Shn3 3'UTR luciferase signal in osteoblasts. Clone20 osteoblast Shn3 3'UTR firefly luciferase, 24 h. inhibition, % at 12.5 µM. hit rate 0.52% among 360,000;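 active means mean inhibition of at least 75% with every replicate also reaching 75%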;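 further: 0% = median of neutral control wells and 100% = pilot-screen positive control compound; some compounds past the cut are filed as inactive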
KKLEB cytotox = CF airway cell cytotoxicity counter-screen; KKLEB CF airway cells viability, ATPlite luminescence, overnight; hits give low values; cells stimulated with P. aeruginosa culture filtrate; AID 602141; activity change (cytotoxicity), % at 5 µM; hit rate 0.36% among 360,000;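 active means corrected activity change at or below -50% at 5 µM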
The depositor's hits bear a star; x = not tested or not shown.

SMILES	Peg3 prom inh	NR2E3 ag-1	TRPM1 prom inh	Vif inh	PDI turbidity	CaV13 ICDI inh	CF NFkB block	HIF-2a block	NR2E3 ag-2	Shn3 inh set2	KKLEB cytotox
O=c1[nH]c(N2CCN(c3ccccc3)CC2)nc2c1CCCC2	39	3	23	-2	-11	x	10	-2	4	19	3
COc1ccc(-n2nc(C(=O)NCC(=O)N3CCCCCC3)c3ccccc3c2=O)cc1	-120	-28	-64	11	4	-3	8	-94	0	-35	1
Cc1cc(C)c(OCC(=O)N(Cc2ccccc2)C2CCS(=O)(=O)C2)c(C)c1 (configuration not stated)	26	-20	-5	-2	8	-2	0	16	2	8	16
Cc1ccc(S(=O)(=O)N2C[C@H]3C(=O)C[C@@H](c4ccccc4)N(S(=O)(=O)c4ccc(C)cc4)[C@H]3C[C@H]2c2ccccc2F)cc1	1	9	x	x	x	-4	-11	10	x	4	-3
Cc1cc(C(=O)NP(=O)(N2CCOCC2)N2CCOCC2)c(C)n1-c1ccc(N(C)C)cc1	-1	-17	10	-2	-7	8	-8	-2	3	-5	-3
COc1ccc(S(=O)(=O)NCC2CCCO2)cc1Cl (configuration not stated)	-3	-9	-18	-2	-1	-2	-14	18	4	2	5
COC(=O)c1sc(NC(=S)NC(=O)c2ccccc2Cl)nc1C	-197	-106	-16	-1	12	-3	11	-207	2	-50	-1
CCOC(=S)SCc1cn2cccc(C)c2n1	-5	-3	-10	-3	14	3	9	1	1	-11	4
Cn1nnc(NC(=S)NC(=O)c2cccs2)n1	-2	-31	5	6	2	-3	-3	0	1	-14	-4
CCc1ccc(OCC(=O)Nc2cccc3c2CCCC3)cc1	5	-13	1	-3	1	-3	-11	-16	2	10	6
CCn1c(SCC(=O)Nc2ccccc2)nnc1-c1ccc(S(=O)(=O)N2CCOCC2)cc1	2	-15	-3	10	2	-6	0	13	-1	28	-3
O=C(NCCc1c[nH]c2ccccc12)c1cnc2n(c1=O)CCS2	-12	-3	-7	1	-2	-6	18	12	4	-5	-5
O=c1[nH]c(CN2CCN(S(=O)(=O)c3ccc4c(c3)OCCO4)CC2)nc2sc3c(c12)CCCC3	23	-34	15	2	4	-2	3	18	2	12	-9
Cc1cc(C(=O)OCCN2C(=O)c3ccccc3C2=O)c2ccccc2n1	25	-1	0	-5	1	-7	11	2	-4	11	-8
Cn1nc(-c2ccccc2)cc1NC(=O)CCCC(=O)O	5	11	-42	-9	6	-5	-22	12	-6	-37	2
Cc1cccc(N(CC(=O)NC2CCCCC2)C(=O)c2csnn2)c1	1	-20	-1	6	-2	-4	3	9	-2	-12	10
Cc1cc(C(=O)N2CCN(c3ccccn3)CC2)no1	5	-28	4	x	-3	-8	3	0	-3	-8	7
CCOC(=O)c1ccc(NC(=O)Nc2nc3ccccc3s2)cc1	4	18	x	-9	-4	-5	4	3	x	-8	5
O=C(O)c1ccc2c(=O)n3c(nc2c1)/C(=C/c1ccc(Cl)c([N+](=O)[O-])c1)CC3	18	0	-7	x	-9	-4	-4	17	0	-9	-2
CC1(C)CC(=O)C(C=NCCN2CCN(C(=O)c3ccccc3)CC2)=C(O)C1	12	-13	2	-4	11	-8	20	0	6	-1	-8
COc1ccc(C(=O)Nc2cccc(C(=O)Nc3cc(C)ccn3)c2)cc1	-141	-40	-20	0	0	-3	12	-142	x	-21	-17
COc1cccc(/C=C/C(=O)OCC(=O)c2c[nH]c3ccccc23)c1	0	23	11	-2	-2	-3	-9	-1	-9	9	14
O=C(O)c1ccc(N/N=C/c2ccc(-c3cc(Cl)ccc3Cl)o2)cc1	-189	-127	-59	-4	3	6	11	-225	3	-19	5
CCOc1ccc(C(=O)Nc2ccccc2N2CCCC2)cc1	-17	-8	-5	-16	-6	-5	-11	-122	-5	-24	11
COc1ccc(-c2[nH]ncc2CN2CCC(C(=O)N3CCOCC3)CC2)c(F)c1	-4	-32	15	2	-6	-3	11	19	0	15	2
COc1cccc(C(=O)NCC2CCN(c3ccc(S(=O)(=O)N4CCOCC4)cc3)CC2)c1	-17	16	12	-4	-3	-4	4	5	3	28	-6
O=S(=O)(c1ccc(N2CCN(c3ccc(F)cc3)CC2)cc1)N1CCCC1	7	-14	3	0	5	-4	8	6	3	-11	0
COc1ccc(CN2C(=O)c3ccccc3C2=O)cc1	12	-33	-6	62*	-1	-11	7	5	3	15	3
CCc1nccn1CCC(=O)N1CCCC(N2CCN(c3cccc(Cl)c3)CC2)C1 (configuration not stated)	-101	-52	-25	9	-4	-2	30	-133	x	-4	-3
O=C(Nc1ccccc1Cl)Nc1ccnn1C1CCN(C(=O)C2CCOC2)CC1 (configuration not stated)	1	-19	x	2	10	-5	-7	1	x	-7	3
CCOC(=O)N1CCN(S(=O)(=O)c2ccc(C(=O)N(CCN(CC)CC)c3nc4ccc(C)cc4s3)cc2)CC1	-48	-14	-17	x	3	-10	-8	-40	3	-12	-9
O=C1CC(C(=O)NCc2ccccc2)N=C(N2CCCCC2)N1 (configuration not stated)	1	5	-2	1	-1	-4	-14	5	-2	-4	5
CS(=O)(=O)N1CCN(Cc2ccc(C(F)(F)F)cc2)CC1	24	-6	16	2	-7	-5	-4	21	-3	12	-1
O=C(CCCN1C(=O)/C(=C/c2cccs2)SC1=S)NNC(=O)c1ccncc1	-4	10	0	-4	2	-4	-3	12	1	-1	-3
O=C(Cc1cccs1)NCc1ccc(F)cc1	-28	-17	-5	5	9	-5	-11	-51	1	-2	6
CCCCn1c(-c2ccco2)n[nH]c1=S	13	-12	6	15	0	-6	6	4	2	-28	-1
CCOc1ccc(C(C)=O)cc1CSc1nnc(-c2cccs2)n1CC1CCCO1 (configuration not stated)	15	-18	2	7	3	-5	2	12	3	19	2
O=C(Nc1nc2ccc(Cl)cc2s1)C1CC1	-275	-47	-18	-12	-4	-5	-8	-228	8	-50	-10
C=CCSc1nc(C)c(CC(=O)OCCCC)c(=O)[nH]1	0	-9	-2	0	-7	-5	-6	18	0	0	3
O=[N+]([O-])c1cccc(C=NNC(=S)NC23CC4CC(CC(C4)C2)C3)c1	-85	2	4	14	-3	-10	6	-188	x	3	-14
CN(C(=O)COC(=O)CCC1CCCCC1)c1c(N)n(Cc2ccccc2)c(=O)[nH]c1=O	19	-16	4	17	-3	-12	17	10	1	-6	0
CCc1c(OC(C)=O)c2ccccc2n(C)c1=O	13	15	-8	-4	-18	-5	8	15	5	2	-6
Cc1c(NC(=O)c2ccc(NS(=O)(=O)c3cccc([N+](=O)[O-])c3)cc2)c(=O)n(-c2ccccc2)n1C	-10	10	14	-7	-16	-6	11	-3	x	-6	1
CC1CCN(CCn2c(=S)[nH]c3cc4c(cc3c2=O)OCO4)CC1	8	-4	10	10	-3	3	6	6	-2	-3	-3
Cc1cc(F)ccc1NC(=O)c1cnccn1	-8	-24	-6	3	0	-2	11	-13	3	-3	-7
O=C(COC(=O)c1cncc(Br)c1)NCC1CCCO1 (configuration not stated)	-3	-9	11	5	0	-4	2	30	2	-6	4
CCCCn1c(N)c(N(CC(C)C)C(=O)C2CCN(S(=O)(=O)c3ccc(Cl)cc3)CC2)c(=O)[nH]c1=O	-34	-5	-11	5	-8	-3	-31	-24	3	-64	-3
CC(=O)Nc1ccc(SCC(=O)c2cc(C)n(-c3ccccc3)c2C)cc1	20	56	-2	x	3	-2	-8	22	0	-7	-31
O=C(COC(=O)c1cc2ccccc2oc1=O)c1cccc([N+](=O)[O-])c1	-7	-7	-3	5	-3	-5	-6	10	-2	25	15
Cc1cccc(-n2c(-c3ccc(Br)o3)n[nH]c2=S)c1	10	-37	-11	-12	0	-5	6	10	0	-11	-1
C#CCOCC1CN(C)C(=O)O1 (configuration not stated)	4	12	x	x	11	-6	29	11	x	-24	-8
O=S(=O)(NC(=NCc1ccccc1)c1ccccc1F)c1ccccc1	38	-11	-6	34	3	1	-11	16	0	-31	12
CCC(C)(C)NC(=O)C(c1ccccc1)N(Cc1cccs1)C(=O)Cn1nnc2ccccc21 (configuration not stated)	20	1	1	-4	1	x	1	22	1	11	1
Cc1ccc(NS(=O)(=O)c2cc(C(=O)NCc3cccnc3)ccc2C)cc1	17	-33	-6	2	1	x	-17	21	x	-42	-3
CCOC(=O)C1=C(c2ccccc2)NC(=O)NC1c1cccc(OC)c1OC (configuration not stated)	2	-22	7	12	-2	-4	4	25	1	6	-4
CN(C)c1ccc(C(=O)OCc2ccccc2)cc1	-188	-42	-63	-9	0	-4	-3	-229	-2	-41	-11
O=C(C1=COCCO1)N1CCN(S(=O)(=O)c2cccc(Cl)c2Cl)CC1	10	-36	8	1	3	-5	-5	4	3	-6	5
Cc1c(C)n(Cc2ccccc2)c2ncnc(N)c12	32	-25	9	x	1	x	11	14	1	8	-2
CCc1nc(-c2ccc(C)nc2OC)no1	1	15	-6	-5	-1	-6	3	12	3	15	-4
Cc1ccc(NC(=O)CSc2nnc(-c3cnccn3)n2-c2ccccc2)cc1	15	-4	4	-2	1	-7	-6	12	5	7	15

Fetched one by one from the list above, four records:
SMILES	Peg3 prom inh	NR2E3 ag-1	TRPM1 prom inh	Vif inh	PDI turbidity	CaV13 ICDI inh	CF NFkB block	HIF-2a block	NR2E3 ag-2	Shn3 inh set2	KKLEB cytotox
O=S(=O)(NC(=NCc1ccccc1)c1ccccc1F)c1ccccc1	38	-11	-6	34	3	1	-11	16	0	-31	12
CN(C)c1ccc(C(=O)OCc2ccccc2)cc1	-188	-42	-63	-9	0	-4	-3	-229	-2	-41	-11
C#CCOCC1CN(C)C(=O)O1 (configuration not stated)	4	12	x	x	11	-6	29	11	x	-24	-8
Cc1ccc(NS(=O)(=O)c2cc(C(=O)NCc3cccnc3)ccc2C)cc1	17	-33	-6	2	1	x	-17	21	x	-42	-3

Next section:
SMILES	Peg3 prom inh	NR2E3 ag-1	TRPM1 prom inh	Vif inh	PDI turbidity	CaV13 ICDI inh	CF NFkB block	HIF-2a block	NR2E3 ag-2	Shn3 inh set2	KKLEB cytotox
N#Cc1sc2nc(-c3cccs3)cc(-c3ccc(F)cc3)c2c1N	10	-17	6	-13	17	-8	23	8	2	-17	-38
CCOC(=O)COc1ccc2c(c1)c(C(C)=O)c(C)n2-c1ccc(OC)cc1	-18	-2	-5	-9	1	-3	29	20	-1	4	-9
O=C(c1cccc(F)c1)N1CCN(C(=O)c2cc3nc(-c4ccco4)cc(C(F)(F)F)n3n2)CC1	7	8	x	1	24	-6	-3	18	4	6	-28
N#Cc1ccc(-c2nc3ccc(Br)cc3c(=O)n2O)cc1	5	-11	19	37	-2	-19	0	15	4	-49	3

Record cards, as listed above. Order of values: Peg3 prom inh, NR2E3 ag-1, TRPM1 prom inh, Vif inh, PDI turbidity, CaV13 ICDI inh, CF NFkB block, HIF-2a block, NR2E3 ag-2, Shn3 inh set2, KKLEB cytotox
N#Cc1ccc(-c2nc3ccc(Br)cc3c(=O)n2O)cc1 is listed as 5, -11, 19, 37, -2, -19, 0, 15, 4, -49, 3
N#Cc1sc2nc(-c3cccs3)cc(-c3ccc(F)cc3)c2c1N is listed as 10, -17, 6, -13, 17, -8, 23, 8, 2, -17, -38
